KDM5B inh: inhibitors of human KDM5B histone demethylase. Q9UGL1. AID 1347165. KDM5B demethylase, FDH-coupled NADH fluorescence (FDH is formaldehyde dehydrogenase). actives 2.6% (n = 220,000). Potency, µM (series often up to 57.7 µM), without a hit: top-dose activity change, negative = inhibition, hits mostly inhibitors; active means well fitted inhibition curve with a large enough effect; inconclusive means small, poorly fitted or top-dose-only effect; inactive means no such curve, though single readings can be large or run the other way; further: 0% is about no effect; nearly all actives have a fitted effect of over 70% in size
Target sequence (Q9UGL1 whole entry, looked up): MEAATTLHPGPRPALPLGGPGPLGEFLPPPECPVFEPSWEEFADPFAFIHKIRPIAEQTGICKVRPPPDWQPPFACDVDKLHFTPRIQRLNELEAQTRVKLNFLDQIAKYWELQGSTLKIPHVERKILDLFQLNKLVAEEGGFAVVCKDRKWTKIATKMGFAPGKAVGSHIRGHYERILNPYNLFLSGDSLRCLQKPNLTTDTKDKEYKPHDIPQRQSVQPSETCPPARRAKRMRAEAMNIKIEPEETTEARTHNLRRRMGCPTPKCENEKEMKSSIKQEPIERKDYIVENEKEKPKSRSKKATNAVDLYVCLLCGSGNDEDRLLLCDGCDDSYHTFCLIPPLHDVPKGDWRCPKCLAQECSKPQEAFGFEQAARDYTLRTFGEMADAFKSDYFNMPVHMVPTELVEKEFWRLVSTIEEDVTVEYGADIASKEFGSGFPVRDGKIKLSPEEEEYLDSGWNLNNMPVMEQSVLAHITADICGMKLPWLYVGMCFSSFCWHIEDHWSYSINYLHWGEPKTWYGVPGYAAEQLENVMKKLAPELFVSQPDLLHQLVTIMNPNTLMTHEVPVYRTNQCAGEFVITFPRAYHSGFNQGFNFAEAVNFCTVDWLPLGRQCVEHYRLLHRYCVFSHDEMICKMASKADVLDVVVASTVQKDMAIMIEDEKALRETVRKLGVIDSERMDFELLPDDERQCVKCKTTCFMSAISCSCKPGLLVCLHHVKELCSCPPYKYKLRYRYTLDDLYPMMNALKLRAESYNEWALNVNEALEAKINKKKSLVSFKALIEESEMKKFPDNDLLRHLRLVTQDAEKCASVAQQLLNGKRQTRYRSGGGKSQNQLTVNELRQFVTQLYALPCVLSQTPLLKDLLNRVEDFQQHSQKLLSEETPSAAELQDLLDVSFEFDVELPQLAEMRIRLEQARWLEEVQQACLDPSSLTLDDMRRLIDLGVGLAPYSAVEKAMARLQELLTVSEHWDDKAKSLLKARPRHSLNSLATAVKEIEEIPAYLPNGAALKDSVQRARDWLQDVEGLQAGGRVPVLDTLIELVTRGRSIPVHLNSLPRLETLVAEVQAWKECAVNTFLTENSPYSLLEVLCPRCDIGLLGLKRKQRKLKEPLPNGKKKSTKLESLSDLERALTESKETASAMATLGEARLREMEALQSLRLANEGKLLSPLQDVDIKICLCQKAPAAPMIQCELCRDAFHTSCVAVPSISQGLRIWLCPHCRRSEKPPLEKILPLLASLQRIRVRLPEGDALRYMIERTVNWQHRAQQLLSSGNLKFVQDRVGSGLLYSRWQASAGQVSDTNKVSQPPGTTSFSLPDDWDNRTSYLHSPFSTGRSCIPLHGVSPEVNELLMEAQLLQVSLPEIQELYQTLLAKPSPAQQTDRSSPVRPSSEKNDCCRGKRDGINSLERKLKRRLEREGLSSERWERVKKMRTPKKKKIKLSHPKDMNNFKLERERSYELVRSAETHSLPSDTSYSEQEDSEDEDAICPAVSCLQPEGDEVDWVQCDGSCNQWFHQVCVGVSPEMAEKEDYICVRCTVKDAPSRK
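qHTS format, multiple compound concentrations. Buffer 50 mM HEPES pH 7.5/0.01% Tween-20; 200 nM KDM5BΔAP final; 10 min compound preincubation; substrate-mix levels 12.5 µM peptide, 25 µM α-KG, 0.25 mM NAD⁺; 30 min RT; ΔRFU.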
An asterisk follows results filed as active; i = inactive; ? = inconclusive; [ ] = another dose, or the depositor's remark. Potency means the concentration at half of the fitted maximal effect. These rows are one share of the data. The share of hits here may be higher or lower than overall.

SMILES	KDM5B inh
Cc1cc(=O)[nH]c(SCC(=O)NCC2CCCO2)n1 (centres undefined)	7%
CCOC(=O)c1ccc(Nc2c(C(=O)OCC)cnc3ccc(OCC)cc23)cc1	-10%
O=C1COc2ccc(-c3ccncc3)nc2CN1Cc1ccc(F)cc1	25µM*
O=C1/C(=C/c2cccnc2)SC(=S)N1NS(=O)(=O)c1ccccc1	?
COc1ccccc1/C=C/C=N/n1c(-c2ccccn2)n[nH]c1=S	-29%
CC(C)C(=O)N1Cc2ccccc2CC2(CCCN(CC3CCCCC3)C2)C1 (centres undefined)	7%[115 µM]
C/C(=N\NC(=O)c1cc(C(C)C)[nH]n1)c1ccncc1	10%
COc1ccc(C2C=C(c3ccccc3)Nc3nc(NS(=O)(=O)c4ccc(C)cc4)nn32)cc1 (centres undefined)	?
Cc1c(CC(=O)N2CCCCC2)c(=O)oc2cc3occ(C(C)(C)C)c3cc12	-6%
COc1ccc(-c2nc3c(c(-c4ccccc4)n2)CN(C(=O)c2ccccc2)CC3)cc1	?
CCCCCCCCCc1ccc(-c2ccc(CCCCCCC)cc2)nc1	25%
CCOc1cc(=O)n2c(c1C(=O)Nc1cccc(C)c1C)CCCC2	0%
O=C(NCC(=O)N1CCN(C(c2ccccc2)c2ccccc2)CC1)c1ccc(Br)o1	-13%
COc1ccc(CCNc2nccn(-c3ccc(C)c(C)c3)c2=O)cc1OC	-20%
O=C(N[C@H]1CO[C@H]2[C@@H]1OC[C@@H]2n1nnnc1Oc1ccc(-n2ccnc2)cc1)c1ccccc1	1%
Cc1ccc(-c2ccc(N)cc2)o1	16%
N=c1oc2ccc(Br)cc2cc1C(=O)NC1CCCCCC1	-7%
COC(=O)[C@@H](Cc1cccnc1)NC(=O)[C@H]1CN(C(=O)Nc2ccccc2)CCN1C(C)=O	25%
O=C1CO[C@H]2CCN(CCCc3ccccc3)CC[C@@H]2N1Cc1ccccc1	?
CCNC(=O)/C=C/c1ccc(OC)cc1	15%

Some values from the results shown:
KDM5B inh, Cc1ccc(-c2ccc(N)cc2)o1 reads 16%
KDM5B inh, C/C(=N\NC(=O)c1cc(C(C)C)[nH]n1)c1ccncc1 reads 10%
KDM5B inh, O=C(NCC(=O)N1CCN(C(c2ccccc2)c2ccccc2)CC1)c1ccc(Br)o1 reads -13%
KDM5B inh, CC(C)C(=O)N1Cc2ccccc2CC2(CCCN(CC3CCCCC3)C2)C1 (centres undefined) reads 7%[115 µM]

A run of entries of the results above, for reference:
SMILES	KDM5B inh
O=C1/C(=C/c2cccnc2)SC(=S)N1NS(=O)(=O)c1ccccc1	?
COc1ccccc1/C=C/C=N/n1c(-c2ccccn2)n[nH]c1=S	-29%
CC(C)C(=O)N1Cc2ccccc2CC2(CCCN(CC3CCCCC3)C2)C1 (centres undefined)	7%[115 µM]

(next part)
SMILES	KDM5B inh
O=C(CCCc1ccccc1)N1CCCC1c1nc(C2CCOCC2)no1 (centres undefined)	?
CC(C)N1CCc2c(sc(NC(=O)c3ccco3)c2-c2nc3ccccc3s2)C1	?
O=C1CCN(C(=O)C2CCN(Cc3c[nH]c4ccccc34)CC2)CCCCCCN1	-19%
CN(C)CCCOC(=O)c1ccc(C(C)(C)C)cc1	0%
Cn1nc(C2CCN(C(=O)Nc3ccc(Cl)cc3)CC2)[nH]c1=O	-15%[86.2 µM]
Cc1cc(Br)ccc1NC(=O)C[C@H]1NC(=O)c2ccccc2NC1=O	?
CCCNC(=O)C1c2ccccc2C(=O)N(CCOC)C12CCCCC2 (centres undefined)	-4%
CCCCC(=O)NC1CCN(c2cnn(C)c(=O)c2)CC1	4%
Cc1ccccc1CCC1CCCN(CC(=O)N2CCOCC2)C1 (centres undefined)	-21%
CC(C)[C@H](NC(=O)c1cccc(CN(Cc2ccccc2)C(=O)/C=C/c2ccccc2)c1)C(=O)O	20%
Cc1cc(C(=O)N2CC(F)(F)C[C@H]2c2nnc(C3CC3)o2)c(C)o1	?
COCCn1c(SCC(=O)c2ccc(F)cc2)nc2cc(C(=O)NC3CCCC3)ccc2c1=O	-1%
CCC(=O)N1Cc2ccccc2CC2(CCN(CC3CCOCC3)C2)C1 (centres undefined)	8%[115 µM]
Cc1cccc(-c2noc(CCC(=O)N3CCCC4(CCNCC4)CC3)n2)c1	18%
CCCn1c(CN2CCC(C)CC2)nc2c1c(=O)n(C)c(=O)n2C	-15%
CC1(C)CC(NC(=S)NC2CCCCC2)CC(C)(C)N1	17%
CCOC(=O)c1ccc(NC(=O)CSc2nnc3c4ccccc4n(CC)c3n2)cc1	-4%
O=C(OC12CC3CC(CC(C3)C1)C2)c1ccc(Br)c([N+](=O)[O-])c1	14%
COCc1noc([C@@H]2CN(Cc3ccc(C)cn3)C[C@H]2COC)n1	?
COc1ccc(Cl)cc1-c1ccc2c(c1)C(=O)N1CCN(C(=O)c3cnccn3)C[C@H]1C(=O)N2	-7%

A second format for five compounds above:
KDM5B inh,Structure
?,CC(C)N1CCc2c(sc(NC(=O)c3ccco3)c2-c2nc3ccccc3s2)C1
-19%,O=C1CCN(C(=O)C2CCN(Cc3c[nH]c4ccccc34)CC2)CCCCCCN1
0%,CN(C)CCCOC(=O)c1ccc(C(C)(C)C)cc1
-15%[86.2 µM],Cn1nc(C2CCN(C(=O)Nc3ccc(Cl)cc3)CC2)[nH]c1=O
?,Cc1cc(Br)ccc1NC(=O)C[C@H]1NC(=O)c2ccccc2NC1=O

(listing goes on)
SMILES	KDM5B inh
CN(C)c1ccc(-c2noc([C@@H]3CCCN3Cc3nc4ccccc4n3C)n2)cn1	?
O=C(CSc1ncc(CO)n1Cc1ccccc1)Nc1nc2ccccc2s1	?
CCOC(=O)C1CCCCN1C(=O)c1cn(C(c2ccccc2)c2ccccc2)nn1 (centres undefined)	-3%
CCN(C(=O)c1cc2c(=O)[nH]c3ccc(C)cc3c2s1)c1ccc(OC)cc1	?
COc1ccc(-n2ccn(CC(=O)Nc3ccc(C)cc3C)c(=O)c2=O)cc1	-18%
Cc1ccc(N(CC(=O)NCC2CCCO2)S(=O)(=O)c2ccccc2)cc1 (centres undefined)	18%
COc1ccc(-c2ccnc3nc(C4CCCO4)nn23)c(F)c1 (centres undefined)	25µM*
C=CCNC(=O)COC(=O)c1cc(-c2ccc(C)cc2)nc2ccccc12	156%[activator]
CCn1cc(C(=O)NCCc2ccc(C)cc2)c(=O)c2cc(S(=O)(=O)N3CCC(C)CC3)ccc21	-32%
CN(C)C(=O)c1ccc(CC2CC(=O)N(c3ccccc3)C2)nc1 (centres undefined)	22%
CCOC(=O)Nc1ccc(S(=O)(=O)Nc2onc(C)c2C)cc1	-5%
N#Cc1ccccc1OCC(=O)c1ccc2ccccc2c1	-9%
Cc1nn(-c2ccc(C(F)(F)F)cc2)c(C)c1[C@@H]1C=C[C@@H](NC(=O)c2ccc(N(C)C)cc2)C1	32µM*
COc1ccc(NC(=O)N2C[C@@H](F)C[C@H]2C(=O)N2CCCCC2)c(C)c1	-7%
COC[C@@H]1CN(Cc2cccc(C#N)c2)C[C@H]1c1ccccn1	-19%
N#Cc1c(-c2ccccc2)cc(-c2cccs2)nc1SCCS(=O)Cc1ccccc1 (centres undefined)	?
O=C(NCc1cccnc1)c1nc(-c2ccc(F)cc2)c2ccccn12	28µM*
O[C@@H]1C[C@@H](c2nc(-c3ccc4c(c3)OCO4)no2)N(CC2CC2)C1	-16%[86.2 µM]
COc1cc(OC)c(NS(=O)(=O)c2cc(C(=O)N3CCC3)ccc2C)cc1Cl	-9%
COc1ccc(C(C)=O)cc1COc1ccc(C#N)cc1	9%
COc1ccc(NC(=O)CN2C(=O)C3(SCC(=O)N3c3cccc(OC)c3)c3ccccc32)cc1 (centres undefined)	-8%
CCCn1ncc(C(=O)N2C[C@H](CO)C[C@H](CN3CCCC3)C2)c1C	-26%
Cc1ccc(C)c(S(=O)(=O)c2cn(C)c3cc(N4CCCCC4C)c(F)cc3c2=O)c1 (centres undefined)	?
CCc1ccc(C(=O)NNc2ccc(F)cc2F)cc1	-12%
O=C1OCC2=C1C(c1ccccc1)NC(=O)N2CC(=O)N1CCOCC1 (centres undefined)	22%
O=C(NCC(O)COc1ccc(C(F)(F)F)cc1)C1CCC1 (centres undefined)	16%
Cc1cc(C)cc(NC(=O)C2CC(=O)N(C(C)(C)C)C2)c1 (centres undefined)	10%
O=C(CCCc1ccccc1)N1CCC[C@H]1c1nc(-c2ccccc2Cl)no1	3%
COc1ccc(Cl)cc1-n1nnc(C(=O)Nc2cccc(C(F)(F)F)c2)c1C	18%
COCCNC(=O)c1nn(-c2ccc(C)cc2)c(=O)c2c1c1ccccc1n2C	-16%
O=C(CCc1ncc(-c2ccc(F)cc2F)o1)NCc1ccc(C(=O)N2CCCC2)cc1	9%
Cc1ccc(NC(=O)Cn2c(=O)ccc3cc(S(=O)(=O)N4CCC(C)CC4)ccc32)cc1Cl	-31%
COc1ccccc1CNc1nc2nc(C)c(Cl)c(C)n2n1	-22%
Cc1cc(C(=O)N(Cc2ccco2)C2CC2)sc1C	3%
O=C(c1cc(Br)cn2ccnc12)N1CCC(N2CCNC2=O)CC1	?
CC(=O)NNC(=O)COC(=O)c1ccccc1Sc1ccccc1C#N	29%
C[C@@H](NC(=O)CN(c1ccccc1)S(=O)(=O)N(C)C)c1ccccc1	-5%
O=C(NCc1ccccn1)c1ccc(C2CCCCC2)cc1	8%
CC(=O)Oc1ccc2c(C)c(CC(=O)NC3CCCCCC3)c(=O)oc2c1OC(C)=O	?
CCCC(=O)Nc1c(-c2ccccc2OC)c(=O)c2ccccc2n1C	53%[activator]
CCc1nc2c(c(-c3ccc(Cl)cc3)n1)CCN([S+](=O)([O-])c1cccc(OC)c1)CC2	-18%
Cc1ccc(NC(=O)C2CCN(C(=O)c3ncn4c3COC(c3ccccc3)C4)CC2)cc1 (centres undefined)	12%
COc1ccc2c(C)cc(SCC(=O)N3CCCCC3)nc2c1	-7%
O=C(NCc1nnc2ccc(-c3ccccc3)nn12)c1ccccc1OC(F)(F)F	?
O=C(Cn1ccc2ccc(Cl)cc21)Nc1ccc2c(c1)OCO2	-8%
CCOCCCNC(N)=S	25%
Cc1nn(CC(=O)N[C@@H]2CCOC[C@H]2OCCO)c(=O)c2ccccc12	-2%
O=C(CCc1c[nH]c2ccccc12)Nc1ccc(N2CCCCC2)cc1	9%
O=C(NC1CCc2nnc(C3CC3)n2CC1)c1ccco1 (centres undefined)	10%
O=C(O)C[C@@H]1CCN(C(=O)c2ccc(F)cc2)C[C@@H]1CCN1CCOCC1	-18%[86.2 µM]
CCCc1cc(NCc2ccccn2)n2ncc(-c3ccccc3)c2n1	?
CCn1cc(C(=O)NCc2ccc(F)cc2)c(=O)c2cc(S(=O)(=O)N(C)C)ccc21	i[11.5 µM]
CC(=O)c1cccc(NC(=O)Cn2c(=O)n(-c3cccc(C)c3)c(=O)c3c2cc(C)n3C)c1	-11%
CCCC(=O)Nc1c(-c2ccccc2)c(=O)c(C)nn1-c1ccc(C)cc1	15%
CCn1cc(S(=O)(=O)Nc2cc(F)ccc2C)cn1	8%
CC(=O)c1ccc(NC(=O)O[C@@H]2CO[C@H]3[C@@H]2OC[C@@H]3n2nnnc2-c2ccc(CN3CCOCC3)cc2)cc1	29%
CCN(CC)c1ccc(NC(=S)Nc2ccccc2)cc1	?
Cc1[nH]nc(CCC(=O)N2CCC3(CCCN(CC(C)(C)C)C3)C2)c1C (centres undefined)	?
CCc1nc(NC2CCCC2)ncc1C(=O)O	?
CC12CCC(C/C1=N\NC(N)=S)C2(C)C (centres undefined)	-27%

Other entries
SMILES	KDM5B inh
COc1ccc2cc(C(=O)NCC3CCCO3)[nH]c2c1 (centres undefined)	-50%
Cc1noc(C)c1CC(=O)N1CCCn2cc(-c3ccccc3)nc21	20%
O=S(=O)(c1ccc(Cl)cc1)c1nnn2c1nc(NC1CCCCC1)c1sccc12	-20%
Cc1cccc(OC[C@H]2C[C@@H](NCc3cccc4c3OCO4)[C@H](O)[C@@H]2O)n1	-34%
CC[C@@]1(O)CCN(C(=O)c2ccc(OC)c(N3CCOCC3)c2)C[C@H]1O	7%
O=C(O)c1cnc(-c2ccc(F)cc2)nc1-c1ccncc1	?
Cc1nc(C2CCCCN2C(=O)Cc2ccccc2)n[nH]1 (centres undefined)	-1%
COc1ccc(C(=O)c2ccccc2C)cc1	11%
Cc1ccc(SCCC(=O)Nc2c(C)nn(C)c2C)cc1C	22%
CC(C)(C)C1CCC(=NNC(=O)Cc2ccccc2)CC1 (centres undefined)	7%
COc1ccc(CCNC(=O)c2c(O)nc3c(C)cccn3c2=O)cc1OC	1%
CC(C)(C)c1ccc2c(c1)Oc1cc(C(C)(C)C)ccc1OCCOCCOCCO2	31%[activator]
CCN1CC(CN(C)Cc2nnc(C(C)(C)C)o2)Oc2ccccc21 (centres undefined)	1%
CC(C)CC(NC(=O)CC(C)(C)CC(=O)O)c1ccccc1 (centres undefined)	6%
COc1cccc(C2C(C#N)=C(N)OC3=C2C(=O)CC(c2ccccc2)C3)c1 (centres undefined)	9%
COC(=O)CC1C(=O)NCCN1C(=S)NC(=O)c1sc2ccccc2c1Cl (centres undefined)	?
CC(=O)NC1(C)CCCN(Cc2cccc(Nc3ccncc3)c2)C1 (centres undefined)	-25%[86.2 µM]
CC(C)CC(C)NC(=O)c1ccc(CN2C(=O)NC3(CCS(=O)(=O)CC3)C2=O)cc1 (centres undefined)	3%
COc1ccc(C2CC(=O)c3c([nH]c(C(=O)OC4CCCCCC4)c3C)C2)cc1OC (centres undefined)	9%
